Screening results: PubChem, National Center for Advancing Translational Sciences (NCATS)
TDP1 block: inhibitors of human tyrosyl-DNA phosphodiesterase TDP1 | Q9NUW8 | recombinant TDP1, AlphaScreen DNA substrate cleavage | Potency, µM (doses to about 130 µM), for inactives: at the top dose activity change, negative = inhibition, actives largely listed as inhibitors | 0.28% of 350,000 active; further: nearly all actives have a fitted effect of over 40% in size
Target sequence (Q9NUW8 whole entry, looked up): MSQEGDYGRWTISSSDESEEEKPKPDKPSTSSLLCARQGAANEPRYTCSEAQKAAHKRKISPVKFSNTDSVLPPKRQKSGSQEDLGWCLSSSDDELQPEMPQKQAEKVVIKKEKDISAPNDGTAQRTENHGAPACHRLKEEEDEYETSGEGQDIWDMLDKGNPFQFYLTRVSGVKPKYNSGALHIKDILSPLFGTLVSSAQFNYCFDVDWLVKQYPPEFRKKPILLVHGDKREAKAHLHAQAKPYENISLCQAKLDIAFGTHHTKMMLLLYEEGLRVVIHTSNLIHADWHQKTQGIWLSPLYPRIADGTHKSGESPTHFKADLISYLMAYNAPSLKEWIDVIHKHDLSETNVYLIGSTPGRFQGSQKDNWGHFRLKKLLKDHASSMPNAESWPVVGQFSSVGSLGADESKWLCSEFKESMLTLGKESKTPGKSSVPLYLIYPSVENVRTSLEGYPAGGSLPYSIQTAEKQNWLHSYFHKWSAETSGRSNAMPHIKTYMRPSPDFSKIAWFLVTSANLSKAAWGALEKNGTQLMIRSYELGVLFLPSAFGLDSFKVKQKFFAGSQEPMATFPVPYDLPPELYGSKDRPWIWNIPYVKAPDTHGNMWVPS
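E. coli-derived human Tdp1, 1 nM final. Cpd preinc 15 min RT; substrate 15 nM final, 5 min RT; AS bead mix 10 ug/ml final, 10 min RT. Signal loss = tyrosine-FITC cleavage. No-enzyme wells = max signal.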
TDP1 cell CPT: DT40-hTDP1 cell growth loss with CPT | chicken DT40 Tdp1-/-;hTDP1 cells + 20 nM CPT, ATP luminescence, 48 h | Potency, µM (titrated, usually from 46.2 µM), inactives show at the highest dose activity change, negative = growth inhibition, hits mostly inhibitors | 12% of 420,000 active | AID 686979; further: nearly all actives have a fitted effect of over 55% in size
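Chicken DT40 Tdp1-/- cells complemented with human TDP1, 400 cells/well, exposed to compounds plus 20 nM camptothecin for at least 48 h at 37 C; viability read as ATP content by CellTiter-Glo luminescence.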
DT40 TDP1 no CPT: qHTS for Inhibitors of human tyrosyl-DNA phosphodiesterase 1 (TDP1): qHTS in cells in absence of CPT; 15% of 420,000 active; AID 686978, 2013; DT40 Tdp1-/- hTDP1 cells, no CPT, ATP luminescence, 48 h; Potency, µM (titrated, usually from 46.2 µM), without a hit: at the highest dose activity change, negative = growth inhibition, usual class: inhibitors; further: nearly all actives have a fitted effect of over 55% in size
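Readout: luminescence from CellTiter-Glo after 30 min in the dark at RT. Cells: DT40 Tdp1-/- with stable hTDP1, 400/well. Exposure: compounds alone, ≥48 hr, 37 °C.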
* = called active by the depositor; [ ] = another dose, or the depositor's remark. The call rests on the fitted dose curve; in most records, active means well fitted curve in the direction sought with a large enough effect; inconclusive means small, poorly fitted or top-dose-only effect, or another doubt; inactive means no such curve, though single readings can be large; an effect the other way counts as inactive or inconclusive. On the % scale 0 is the no-effect control and ±100 the full control effect; potency means the concentration at half of the fitted maximal effect.

For c1ccc(Sc2ccccn2)cc1 the results were TDP1 cell CPT 5% and DT40 TDP1 no CPT 2%.
Screening COc1cccc(CNC(=O)c2c(OC)cc(=O)n3c2CCN(C(=O)c2ccc(C)s2)CC3)c1 returned TDP1 cell CPT 10% and DT40 TDP1 no CPT -2%.
`O=c1c2sc(-c3ccccc3)cc2nc2n1CCCCC2` gave TDP1 block -1%, TDP1 cell CPT -21% and DT40 TDP1 no CPT 12µM*.
`O=c1c(CCc2ccccc2)nc2cnc(N3CCOCC3)nc2n1Cc1cccs1` gave TDP1 cell CPT -29% and DT40 TDP1 no CPT -11%.
For O=C(Nc1ccc(S(=O)(=O)N2CCOCC2)cc1)c1ccc2c(c1)S(=O)(=O)c1ccccc1C2=O the results were TDP1 block 3%, TDP1 cell CPT -29% and DT40 TDP1 no CPT -2%.
COCCNC(=O)CSc1nc(-c2ccccc2)c(-c2ccccc2)o1 was read as TDP1 block 5%, TDP1 cell CPT 12µM* and DT40 TDP1 no CPT inconclusive.
For COc1cccc(-c2nc(CS(=O)(=O)CC(=O)NC3CCCCC3C)c(C)o2)c1 (stereo not given) the results were TDP1 block 3%, TDP1 cell CPT inconclusive and DT40 TDP1 no CPT -28%.
COC(=O)[C@]1(Cc2ccccc2)N[C@H](CN(C)S(=O)(=O)c2ccc(C(C)(C)C)cc2)[C@@H]2C(=O)N(Cc3ccccc3)C(=O)[C@@H]21 was read as TDP1 block 2%, TDP1 cell CPT inconclusive and DT40 TDP1 no CPT inconclusive.
For CC1(C)CC(=O)C(C(c2cc([N+](=O)[O-])ccc2Cl)C2C(=O)CC(C)(C)CC2=O)C(=O)C1 the results were TDP1 cell CPT inconclusive and DT40 TDP1 no CPT 5.8µM*.
For Cc1cc(C)c(C#N)c(OCC2CCCO2)n1 (stereo not given) the results were TDP1 cell CPT -16% and DT40 TDP1 no CPT 9%.
`COc1cccc(NC(=O)CSc2ccc3nnc(-c4cccnc4)n3n2)c1` gave TDP1 block 8%, TDP1 cell CPT -2% and DT40 TDP1 no CPT -7%.
For COc1cc(C=O)ccc1OC(=O)c1ccncc1 the results were TDP1 block 5%, TDP1 cell CPT -23% and DT40 TDP1 no CPT 18%.
For COCCN(C(=O)c1ccccc1OC1CCN(S(C)(=O)=O)CC1)C(C)C the results were TDP1 block 6%, TDP1 cell CPT -2% and DT40 TDP1 no CPT inconclusive.
`CC(C)(C)c1ccc(-c2noc(CCC(N)=O)n2)cc1` gave TDP1 block -1%, TDP1 cell CPT -21% and DT40 TDP1 no CPT inconclusive.
For COC(=O)CC1CC2(C(=O)OC)c3[nH]c4ccccc4c3CCN2C1=O (stereo not given) the results were TDP1 cell CPT -4% and DT40 TDP1 no CPT 1%.

The list goes on, starting with the last 2 of the part before.
`CC(C)(C)c1ccc(-c2noc(CCC(N)=O)n2)cc1` gave TDP1 block -1%, TDP1 cell CPT -21% and DT40 TDP1 no CPT inconclusive.
For COC(=O)CC1CC2(C(=O)OC)c3[nH]c4ccccc4c3CCN2C1=O (stereo not given) the results were TDP1 cell CPT -4% and DT40 TDP1 no CPT 1%.
Screening O=c1[nH]c2cccnc2n1-c1cccc([N+](=O)[O-])c1 returned TDP1 block 1%, TDP1 cell CPT 1% and DT40 TDP1 no CPT -18%.
For Cc1c(CCOC(=O)c2ccc(Cl)cc2Cl)sc[n+]1CC(=O)c1ccc(Br)cc1 the results were TDP1 block 3%, TDP1 cell CPT inconclusive and DT40 TDP1 no CPT 18µM*.
`COc1ccc(CCC(=O)N2CCN(S(=O)(=O)c3cccs3)CC2)cc1` gave TDP1 block -2%, TDP1 cell CPT 0% and DT40 TDP1 no CPT -22%.
`COc1ccc(-n2c(N3CCN(C)CC3)nc3sc4c(c3c2=O)CCCCC4)cc1` gave TDP1 block -3%, TDP1 cell CPT 23µM* and DT40 TDP1 no CPT 15µM*.
Screening CN(C)S(=O)(=O)c1ccc(NC(=O)COc2ncnc3c2cnn3-c2ccccc2)cc1 returned TDP1 block 0%, TDP1 cell CPT -3% and DT40 TDP1 no CPT -25%.
For CCCCOC(=O)c1ccc(Nc2ncnc3c2cnn3-c2cccc(C)c2)cc1 the results were TDP1 block 3%, TDP1 cell CPT -25% and DT40 TDP1 no CPT -14%.
For O=C(Cn1cnc2c(nnn2Cc2ccc(Cl)cc2)c1=O)c1ccccc1 the results were TDP1 cell CPT inconclusive and DT40 TDP1 no CPT inconclusive.
Screening CCN1C(=O)N/C(=C/c2cc(C)n(Cc3ccccc3)c2C)C1=O returned TDP1 block 7%, TDP1 cell CPT 18µM* and DT40 TDP1 no CPT inconclusive.
CCOC(=O)Cc1nnc(NC(=O)COc2ccc(C)cc2)s1 was read as TDP1 block -2%, TDP1 cell CPT -3% and DT40 TDP1 no CPT -4%.
`Cc1cscc1-c1cc2nc(NCCCN(C)C)n(C)c(=O)c2s1` gave TDP1 cell CPT 16µM* and DT40 TDP1 no CPT inconclusive.
For C[C@H](NC(=O)c1nc[nH]c1C(=O)NCC(=O)OCc1ccccc1)c1ccccc1 the results were TDP1 cell CPT inconclusive and DT40 TDP1 no CPT 18µM*.
For CCCOc1ccc(C(=O)CCC(=O)OCC(=O)N2CC(=O)Nc3ccccc32)cc1 the results were TDP1 block 3%, TDP1 cell CPT 13% and DT40 TDP1 no CPT 2%.
For Cc1ccc(CNC(=O)C2CCN(c3nn4cc(-c5ccc(F)cc5)nc4s3)CC2)cc1 the results were TDP1 block 6%, TDP1 cell CPT -6% and DT40 TDP1 no CPT -8%.
For O=C(O)COc1ccc(/C=N/NC(=O)Cc2ccc(Cl)cc2)cc1 the results were TDP1 block 3%, TDP1 cell CPT -3% and DT40 TDP1 no CPT 11%.
Nc1cc(S(=O)(=O)N2CCCCC2)ccc1N1CCCCC1 was read as TDP1 block 2%, TDP1 cell CPT inconclusive and DT40 TDP1 no CPT inconclusive.
CCN1C(=O)N[C@@H](c2ccccc2)[C@H](C(C)=O)[C@H]1C was read as TDP1 block 20%[12.3 µM], TDP1 cell CPT -20% and DT40 TDP1 no CPT -2%.
Screening O=C1C=C(NCCOC23CC4CC(CC(C4)C2)C3)C2(CCCCC2)O1 returned TDP1 block 1%, TDP1 cell CPT -4% and DT40 TDP1 no CPT -7%.
Screening CC(C)CC(C(=O)Nn1cnnc1)N1C(=O)c2ccccc2C1=O (stereo not given) returned TDP1 block 0%, TDP1 cell CPT -14% and DT40 TDP1 no CPT -5%.
Cc1c(NC(=O)c2cc3nc(-c4ccc(Cl)cc4)cc(C(F)(F)F)n3n2)c(=O)n(-c2ccccc2)n1C was read as TDP1 block 7%, TDP1 cell CPT inconclusive and DT40 TDP1 no CPT inconclusive.
For O=S(=O)(c1ccc2ccccc2c1)N1CCN(C2Cc3ccccc3C2)CC1 the results were TDP1 block -11%, TDP1 cell CPT inconclusive and DT40 TDP1 no CPT inconclusive.
`Nc1ccc(N2CCCCC2)c(S(=O)(=O)Nc2ccccc2Cl)c1` gave TDP1 block 1%, TDP1 cell CPT -3% and DT40 TDP1 no CPT -22%.
CCN(CC)C(=O)[C@H]1CC(CC(=O)NCCC2=CCCCC2)C(=O)N2CCc3c([nH]c4ccc(OC)cc34)[C@]12C (stereo not given in full) was read as TDP1 block 1%[56.1 µM], TDP1 cell CPT inconclusive and DT40 TDP1 no CPT inconclusive.
Screening C=CCN1C(=O)C2(NC(=O)c3ccccc3N2)c2ccccc21 (stereo not given) returned TDP1 block 5%, TDP1 cell CPT 18µM* and DT40 TDP1 no CPT inconclusive.
O=C(CSc1nnc(NC(=O)c2ccc(F)cc2)s1)NCc1ccco1 was read as TDP1 block 1%, TDP1 cell CPT -2% and DT40 TDP1 no CPT -2%.
For N#C/C(=C\c1ccc(N2CCOCC2)c([N+](=O)[O-])c1)c1nc2ccccc2[nH]1 the results were TDP1 block 14%, TDP1 cell CPT 26µM* and DT40 TDP1 no CPT 15µM*.
For CCn1nnnc1SCCSc1nnnn1CC the results were TDP1 block -3%, TDP1 cell CPT 1% and DT40 TDP1 no CPT -14%.
`O=C(O)c1ccccc1C=NN=C1c2ccccc2-c2ccccc21` gave TDP1 cell CPT -12% and DT40 TDP1 no CPT -16%.
`CNC(=O)C1CCC(Cn2c(=O)c3sccc3n(Cc3ccccc3)c2=O)CC1` (stereo not given) gave TDP1 block -1%, TDP1 cell CPT inconclusive and DT40 TDP1 no CPT inconclusive.
Screening O=C(Nc1cccc(Cl)c1)Nc1nnc([C@@H]2C[C@H](O)[C@@H](CO)O2)s1 returned TDP1 cell CPT inconclusive and DT40 TDP1 no CPT inconclusive.
CC1CCN(CCCNC(=O)c2nn(C)c3c2CS(=O)(=O)c2ccccc2-3)CC1 was read as TDP1 block 1%, TDP1 cell CPT 1% and DT40 TDP1 no CPT 24%.

Filtered by structure, those above with a thiophene ring, fused or not
Screening COc1cccc(CNC(=O)c2c(OC)cc(=O)n3c2CCN(C(=O)c2ccc(C)s2)CC3)c1 returned TDP1 cell CPT 10% and DT40 TDP1 no CPT -2%.
`O=c1c2sc(-c3ccccc3)cc2nc2n1CCCCC2` gave TDP1 block -1%, TDP1 cell CPT -21% and DT40 TDP1 no CPT 12µM*.
`O=c1c(CCc2ccccc2)nc2cnc(N3CCOCC3)nc2n1Cc1cccs1` gave TDP1 cell CPT -29% and DT40 TDP1 no CPT -11%.
`COc1ccc(CCC(=O)N2CCN(S(=O)(=O)c3cccs3)CC2)cc1` gave TDP1 block -2%, TDP1 cell CPT 0% and DT40 TDP1 no CPT -22%.
`COc1ccc(-n2c(N3CCN(C)CC3)nc3sc4c(c3c2=O)CCCCC4)cc1` gave TDP1 block -3%, TDP1 cell CPT 23µM* and DT40 TDP1 no CPT 15µM*.
`Cc1cscc1-c1cc2nc(NCCCN(C)C)n(C)c(=O)c2s1` gave TDP1 cell CPT 16µM* and DT40 TDP1 no CPT inconclusive.
`CNC(=O)C1CCC(Cn2c(=O)c3sccc3n(Cc3ccccc3)c2=O)CC1` (stereo not given) gave TDP1 block -1%, TDP1 cell CPT inconclusive and DT40 TDP1 no CPT inconclusive.

The list continues.
For O=C(O)CCCN=C1CCCc2ccccc2N1 the results were TDP1 block 2%, TDP1 cell CPT -9% and DT40 TDP1 no CPT -16%.
`O=C(NCc1ccccc1Cl)c1ccncc1` gave TDP1 cell CPT -23% and DT40 TDP1 no CPT -21%.
CC1CCCCN1C(=S)Nc1ccc(S(=O)(=O)N2CCCCC2)cc1 (stereo not given) was read as TDP1 cell CPT inconclusive and DT40 TDP1 no CPT inconclusive.
For CCOc1ccc(S(=O)(=O)NCCC(=O)Nc2ccncc2)cc1 the results were TDP1 cell CPT -6% and DT40 TDP1 no CPT -7%.
CCOC(=O)C(C)Nc1ncnc2onc(C)c12 (stereo not given) was read as TDP1 block 9%, TDP1 cell CPT 11% and DT40 TDP1 no CPT -15%.
For Cc1cnc(CNc2ncncc2-c2ccccc2C(F)(F)F)cn1 the results were TDP1 block 40µM*, TDP1 cell CPT inconclusive and DT40 TDP1 no CPT -28%.
Screening O=C(Nc1ccon1)c1cc2ccccc2oc1=O returned TDP1 block 2%, TDP1 cell CPT -29% and DT40 TDP1 no CPT -9%.
For CCOc1ccc(N(Cc2cc3ccc(C)cc3[nH]c2=O)C(=O)COC)cc1 the results were TDP1 block 3%, TDP1 cell CPT inconclusive and DT40 TDP1 no CPT inconclusive.
For Cn1c(=O)c2c(nc(OCc3cccnc3)n2Cc2ccccc2)n(C)c1=O the results were TDP1 block -11%, TDP1 cell CPT 12µM* and DT40 TDP1 no CPT inconclusive.
`O=C(Cn1ccc([N+](=O)[O-])n1)NCc1ccco1` gave TDP1 block -6%, TDP1 cell CPT -3% and DT40 TDP1 no CPT -1%.
For CS(=O)(=O)N1CCC[C@@]2(CCN(C(=O)Nc3cccc(F)c3)C2)C1 the results were TDP1 cell CPT 24% and DT40 TDP1 no CPT -9%.
For COc1cc(NC(=O)n2ncc3cc(Cl)ccc32)cc(OC)c1 the results were TDP1 cell CPT inconclusive and DT40 TDP1 no CPT -1%.
For O=C(O)C1=C[C@H](c2ccccc2)C[C@H](OCCCCO)O1 the results were TDP1 cell CPT -6% and DT40 TDP1 no CPT -1%.
Screening CC(OC(=O)c1cc2c(s1)CCCCC2)C(=O)NC(N)=O (stereo not given) returned TDP1 block 3%, TDP1 cell CPT 22% and DT40 TDP1 no CPT -14%.
Screening CCOC(=O)c1csc(NC(=O)CC2CCCC2)n1 returned TDP1 block 1%, TDP1 cell CPT -11% and DT40 TDP1 no CPT -15%.
`Cc1ccc(S(=O)(=O)Cc2nc(-c3ccc(C(=O)NCc4ccccc4)cc3)oc2C)cc1` gave TDP1 block -4%, TDP1 cell CPT inconclusive and DT40 TDP1 no CPT inconclusive.
`CCOC(=O)C1CCN(C(=O)COC(=O)c2ccc3c(c2)C(=O)N(c2ccc(OCC)cc2)C3=O)CC1` gave TDP1 block 8%, TDP1 cell CPT -12% and DT40 TDP1 no CPT 11%.
